HDAC3 inhib – human HDAC3 inhibition | 320,000 tested, 0.15% active | AID 2718 | inhibition, % at 8.3 µM | O15379 | recombinant HDAC3, fluorogenic peptide/trypsin coupled, fluorescence; in the data active = inhibition above about 26%, passing the limit was not always enough
TRPC6 activator – activators of mouse TRPC6 channel | Q61143 | HEK293-TRPC6 membrane potential dye fluorescence; stronger effect = higher value | B-score at 10 µM | 310,000 tested, 0.13% active | AID 2550;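 active = B-score of the integrated fluorescence ratio above library mean plus 3 SD, and starting fluorescence ratio within library mean plus 5 SD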;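 note: higher score means more depolarization so channel activation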
Target sequence (Q61143 whole entry, looked up): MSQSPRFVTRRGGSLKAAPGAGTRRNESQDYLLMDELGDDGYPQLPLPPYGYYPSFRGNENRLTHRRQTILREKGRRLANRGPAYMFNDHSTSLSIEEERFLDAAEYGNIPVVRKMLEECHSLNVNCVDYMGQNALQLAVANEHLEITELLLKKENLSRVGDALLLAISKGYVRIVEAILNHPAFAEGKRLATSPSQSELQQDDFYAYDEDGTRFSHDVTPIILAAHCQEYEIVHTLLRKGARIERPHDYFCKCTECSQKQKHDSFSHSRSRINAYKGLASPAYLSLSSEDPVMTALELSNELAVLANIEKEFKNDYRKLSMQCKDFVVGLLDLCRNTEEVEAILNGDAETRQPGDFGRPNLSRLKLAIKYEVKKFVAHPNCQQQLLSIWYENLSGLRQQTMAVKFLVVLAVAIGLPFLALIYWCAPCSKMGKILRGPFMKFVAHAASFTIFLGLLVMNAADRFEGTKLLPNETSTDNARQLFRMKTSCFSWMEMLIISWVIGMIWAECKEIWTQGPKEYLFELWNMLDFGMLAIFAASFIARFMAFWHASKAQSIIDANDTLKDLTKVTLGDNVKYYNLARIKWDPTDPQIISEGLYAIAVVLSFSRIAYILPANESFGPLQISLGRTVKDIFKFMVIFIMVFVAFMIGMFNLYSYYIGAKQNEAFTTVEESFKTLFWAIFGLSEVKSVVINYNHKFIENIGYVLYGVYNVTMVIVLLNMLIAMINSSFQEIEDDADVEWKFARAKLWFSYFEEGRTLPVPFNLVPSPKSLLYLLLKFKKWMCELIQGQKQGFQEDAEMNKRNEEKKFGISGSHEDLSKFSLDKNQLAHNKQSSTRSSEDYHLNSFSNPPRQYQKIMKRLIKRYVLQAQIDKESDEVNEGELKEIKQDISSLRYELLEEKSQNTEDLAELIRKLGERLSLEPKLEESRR
MrgX1 antag – human MrgX1 receptor antagonism, primary screen; Q96LB2; MRGX1-HEK293 calcium flux, Fluo-4, BAM8-22 antagonism; stronger effect = lower value; B-score at 10 µM; 310,000 tested, 1.3% active; AID 588676;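 active = calcium-response B-score plate-corrected more than 3 library SD below zero, starting fluorescence within 5 deviations, no agonist response on first addition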;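 note: peak minus trough fluorescence over baseline after final BAM8-22 challenge near maximal dose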
ANO1 block – inhibitors of mouse TMEM16A calcium-activated chloride channel; Q8BHY3; AID 588511; normalized B-score (activity score, 25-100; higher = stronger inhibition) at 10 µM; HEK293 TMEM16A/YFP iodide influx fluorescence, ionomycin; 310,000 tested, 1.2% active;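 active = ratio plate-corrected score three or more library SD toward inhibition, starting fluorescence score within five deviations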;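 note: score derived from kinetic fluorescence span divided by baseline fluorescence per well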
SKKanGAS inh – inhibitors of SKKanGAS S. pyogenes growth in kanamycin (SK-promoter or general growth effect) | BacTiter-Glo, 6 h | inhibition, % at 7.5 µM | 300,000 tested, 1.3% active | AID 1662;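 active = mean replicate score, as percent of positive control median, at least 50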;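 note: strain carries kanamycin resistance gene driven by streptokinase promoter and grows in 40 µg/ml kanamycin; loss of luminescence reflects streptokinase promoter inhibition or plain growth inhibition; 0% = median of DMSO wells and 100% = positive control at its reference dose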
RGS4 act – potentiators or activators of RGS4 | B-score at 10 µM | HEK293 M3R/inducible RGS4, carbachol calcium flux Fluo4; stronger effect = lower value | 310,000 tested, 0.92% active | AID 463111;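 active = B-score of the integrated calcium signal more than 4 SD below the library mean, with starting fluorescence not abnormally high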;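 note: negative B-score means reduced calcium response which marks RGS4 activation or potentiation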
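System: HEK293 FlpIn-TREx cells, stable M3R, doxycycline-inducible RGS4. Timing: overnight RGS4 induction, 30 min dye load 37 °C, 20 min compound RT. Also added: carbachol, ECmax concentration. Measured by: Fluo4 fluorescence kinetic imaging of calcium. Evaluation: integrated calcium ratio converted to B score.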
RGS4 block – human RGS4 inhibition. P49798. HEK293 M3R/RGS4 inducible, Fluo-4 calcium flux; stronger effect = higher value; triggered by carbachol at its EC20. B-score at 10 µM. 310,000 tested, 0.45% active. AID 463165;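 active = B-score, a plate-corrected calcium signal, over three deviations above library mean, with baseline fluorescence within five deviations of library mean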;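 note: RGS4 expression induced by doxycycline in cells with stable M3 receptor; B-score is computed from the integrated fluorescence ratio over baseline after carbachol; higher B-score means a larger calcium signal and so more RGS4 inhibition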
MrgX1 PAM – human MrgX1 positive allosteric modulation, primary screen | 310,000 tested, 0.63% active | MrgX1-HEK293, Fluo-4 calcium flux, FDSS; stronger effect = higher value | Q96LB2 | B-score at 10 µM | AID 588675;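 active = plate-corrected calcium response at least 3 library SD above typical, normal starting fluorescence, not activating the receptor alone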;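 note: compound read alongside a low EC10 to EC30 dose of BAM8-22 agonist; peak minus trough fluorescence over baseline measured at the second addition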
MrgX1 agonist – agonists of human MrgX1 receptor. Q96LB2. MrgX1-HEK293 cells, Fluo-4 calcium fluorescence, agonist mode; stronger effect = higher value. B-score at 10 µM. 310,000 tested, 0.44% active;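 active = calcium response B-score plate-corrected fluorescence ratio at least 3 library SD, with starting fluorescence B-score inside 5 SD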
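Material: MrgX1-expressing HEK293 cells / Dosing: compound as first of three additions / Incubation: overnight seeding, then 1 h dark dye loading / Signal: Fluo-4 NW calcium fluorescence / Evaluation: B-scored fluorescence response ratio / Benchmarks: positive and negative control wells on each plate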
TMEM16A act – activates or potentiates the mouse TMEM16A chloride channel; Q8BHY3; HEK293 TMEM16A/YFP-H148Q/I152L, iodide quench fluorescence; stronger effect = lower value; B-score at 10 µM; 340,000 tested, 0.3% active;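 active = fluorescence-ratio B-score plate-corrected deviation score at least 3 library SD below zero, with starting fluorescence score within 5 deviations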;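 note: channel opened by trigger with iodide after compound preincubation; score built on the fluorescence ratio of max minus min over baseline; more negative score means more quench and so TMEM16A activation or potentiation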
TRPC6 inh – inhibitors of mouse TRPC6 channel; B-score at 10 µM; AID 2553; HEK293-TRPC6, membrane potential dye, ACh-evoked depolarization; stronger effect = lower value; 310,000 tested, 1.1% active; Q61143;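 active = B-score under library mean minus 3 SD, initial fluorescence not abnormally high, positive integrated signal ratio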;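 note: B-score derived from integrated fluorescence ratio over the kinetic read; more negative B-score means stronger inhibition of depolarization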
Starred values were filed as active, the others as inactive; i = inactive; . = no result given.

SMILES | HDAC3 inhib | TRPC6 activator | MrgX1 antag | ANO1 block | SKKanGAS inh | RGS4 act | RGS4 block | MrgX1 PAM | MrgX1 agonist | TMEM16A act | TRPC6 inh
COc1ccccc1NC(=O)CSc1nc2ccccc2n1C(C)=O | 4 | i | i | i | -5 | i | i | i | i | i | i
Brc1cccc(OCCCNC2CCCC2)c1 | 2 | i | i | i | 6 | i | i | i | i | i | i
CCn1c(O)c(N=Nc2ccc(Cl)c(C(=O)O)c2)c2ccccc21 | 7 | i | i | i | 6 | i | i | i | i | i | i
COc1cc(/C=N/NC(=O)c2cc(O)cc(O)c2)ccc1OC(=O)c1ccccc1 | 16 | i | i | i | 20 | i | i | i | i | i | i
Cc1nnc(N/N=C/c2cccs2)[nH]c1=O | 1 | i | i | i | -3 | i | i | i | i | i | i
CC(C)(C)C(=O)CN1C2=NCCN2c2ccccc21 | -6 | i | i | i | -4 | i | i | i | i | i | i
COc1c(S(=O)(=O)n2nc(C)cc2C)ccc(Cl)c1Cl | 4 | i | i | i | 11 | i | i | i | i | i | i
COc1ccc(Br)cc1CN1CCN(c2ncccn2)CC1 | -2 | i | i | i | -3 | i | i | i | i | i | i
Nn1c(Cc2ccccc2F)nnc1SCCOc1ccc(Cl)cc1 | -4 | i | i | i | -14 | i | i | i | i | i | i
CCCCn1c(SCC(=O)c2ccc3c(c2)NC(=O)CO3)nc2cc(S(N)(=O)=O)ccc21 | 2 | i | i | i | -7 | i | i | i | i | i | i
CC(=O)Oc1cccc(C(=O)Nc2ccccc2NC(=O)c2cccc(OC(C)=O)c2)c1 | 0 | i | i | i | -1 | i | i | i | i | i | i
CN1CCNC(=O)C1CC(=O)N1CC=C(c2ccc(F)cc2)CC1 (stereo not drawn) | -3 | i | i | i | 12 | i | i | i | i | i | i
OCCN1CCN(CC(O)COc2ccc3c(c2)OCO3)CC1 (stereo not drawn) | -2 | i | i | i | 1 | i | i | i | i | i | i
O=C1COc2ccc(S(=O)(=O)Nc3ccc(F)cc3)cc2N1 | . | i | i | i | -4 | i | i | i | i | i | i
CCSc1nnc(SCC(=O)NNC(=O)c2ccccc2F)s1 | -3 | i | i | i | -3 | i | i | i | i | i | i
O=C1c2ccccc2-c2ccc(C(=O)N3CCOCC3)cc21 | 0 | i | i | i | 1 | i | i | i | i | i | i
Cc1nn(C)cc1S(=O)(=O)Nc1ncccn1 | 2 | i | i | i | -3 | i | i | i | i | i | i
CCC(CC)=NNC(=O)c1ccccc1OCc1ccc(F)cc1 | -4 | i | i | i | -7 | i | i | i | i | i | i
CC(=O)Nc1ccc(NC(=O)CSCCc2ccccn2)cc1 | -2 | i | i | i | -3 | i | i | i | i | i | i
O=C(c1cnn2c(C(F)(F)F)cc(-c3cccs3)nc12)N1CCOCC1 | -3 | i | i | i | 4 | i | i | i | i | i | i
CCSc1nnc(-c2ccc(OC)cc2)o1 | 7 | i | i | i | 1 | i | i | i | i | i | i
Cn1c(=O)c(C(=O)COC(=O)c2cc(C(F)(F)F)nc3ccccc23)c(N)n(Cc2ccccc2)c1=O | 9 | i | i | i | 30 | i | i | i | i | . | i
Fc1ccc(CNCc2ccccc2Cl)cc1 | -1 | i | i | i | 7 | i | i | i | i | i | i
COC(=O)c1ccc(NC(=O)CO/N=C2\CCCc3nonc32)cc1 | -3 | i | i | i | 3 | i | i | i | i | i | i
C=CCn1c(-c2ccccc2)cc(SC)c(C#N)c1=O | 4 | i | i | i | -30 | i | i | i | i | i | i
CCN(C(=O)C1CCCO1)c1ccccc1 (stereo not drawn) | -5 | i | i | i | 1 | i | i | i | i | i | i
COc1ccc(N(C(C)=O)S(=O)(=O)c2cccs2)cc1 | 1 | i | i | i | -2 | i | i | i | i | i | i
CC(Oc1ccc2c(c1)c1ccnc3c4ccccc4c(=O)n2c13)C(=O)NCCN1CCOCC1 (stereo not drawn) | -19 | i | i | i | 8 | i | i | i | i | i | i
CCOC(=O)CSc1nc(N)c(C(=O)Nc2ccc(N(C)C)cc2)s1 | -3 | i | i | i | 5 | i | i | i | i | i | i
Cc1ccsc1/C=N/NC(=O)c1cc(-c2ccncc2)nc2ccccc12 | 0 | i | i | i | 3 | i | i | i | i | -5* | i
O=C(CCn1nnc(-c2cccs2)n1)N1CCc2ccccc2C1 | 3 | i | i | i | -15 | i | i | i | i | i | i
O=C(NC1CC1)C1CCN(C2CCN(C(=O)/C=C/c3ccc(F)cc3)CC2)CC1 | 0 | i | i | i | -17 | i | i | i | i | i | i
Cc1ccc(S(=O)(=O)c2cc(N3CCOCC3)nc(-c3ccccc3)n2)cc1 | -2 | i | i | i | 28 | i | i | i | i | i | i
CC(Sc1nnc(-c2ccco2)n1C)C(=O)N1C(C)CCCC1C (stereo not drawn) | 3 | i | i | i | 1 | i | i | i | i | i | i
CCCCn1c(-c2csc3c2CCCC3)n[nH]c1=S | 1 | i | i | i | 10 | i | i | i | i | . | i
Cc1ccc(C(=O)NC(=S)NNC(=O)CCN2CCOCC2)cc1 | -11 | i | i | i | 36 | i | i | i | i | i | i
COCc1c(Br)c(C)nc(OCC(=O)N/N=C/c2ccc(C)o2)c1C#N | -14 | i | i | i | 9 | i | i | i | i | i | i
CC(c1cccs1)N(C)Cc1nc(CCc2ccccc2)no1 (stereo not drawn) | 4 | i | i | i | 1 | i | i | i | i | i | i
CCNC(=S)NCc1ccc(F)cc1 | -2 | i | i | i | 0 | i | i | i | i | i | i
Cc1cc(C)cc(-n2c(C)cc(/C=C3\C(=N)N4N=C(CC(C)C)SC4=NC3=O)c2C)c1 | -1 | i | i | i | 69* | -7.8* | i | i | i | i | i
O=C(Nc1cc(Oc2ccc(Cl)cc2)cc([N+](=O)[O-])c1)c1ccco1 | -3 | i | i | i | 12 | i | i | i | i | i | i
O=C(CN1CCOCC1)Nc1nc(-c2ccc(Cl)cc2)cs1 | -5 | i | i | i | 0 | i | i | i | i | i | i
COc1c(S(=O)(=O)N2CCN(C)CC2)ccc(Cl)c1Cl | -4 | i | i | i | -1 | i | i | i | i | i | i
Cn1c(=O)n(Cc2ccc(Cl)cc2)c(=O)c2c1nc1n2CCN1Cc1ccco1 | -1 | i | i | i | 12 | i | i | i | i | i | i
Nc1nc(-c2ccc(C(=O)O)cc2)cs1 | 0 | i | i | i | 0 | i | i | i | i | i | i
COc1ccc(-c2[nH]ncc2CN(C)C(C)c2cccs2)c(F)c1 (stereo not drawn) | 7 | i | i | i | -8 | i | i | i | i | i | i
COc1cccc(OC)c1C(=O)N1CC(C)OC(C)C1 (stereo not drawn) | -3 | i | i | i | 22 | i | i | i | i | i | i
Cc1nc(N2CCN(Cc3ccccc3)CC2)[nH]c(=O)c1C | 1 | i | i | i | -5 | i | i | i | i | i | i
CC(C)Oc1cccc(C(=O)NC2=NCCS2)c1 | -5 | i | i | i | -1 | i | i | i | i | i | i
COc1ccc(S(=O)(=O)c2c(N)n(Cc3ccco3)c3nc4ccccc4nc23)cc1 | -37 | i | -5.5* | i | 31 | i | i | i | i | i | i
More entries:
SMILES | HDAC3 inhib | TRPC6 activator | MrgX1 antag | ANO1 block | SKKanGAS inh | RGS4 act | RGS4 block | MrgX1 PAM | MrgX1 agonist | TMEM16A act | TRPC6 inh
COc1ccc(N=C2SC(C(N)=O)CC(=O)N2CCc2ccc(OC)c(OC)c2)cc1 (stereo not drawn) | -1 | i | i | i | -1 | i | i | i | i | i | i
CCOC(=O)c1ccc(S(=O)(=O)N2CCN(CC(O)COc3cccc(C(C)=O)c3)CC2)cc1 (stereo not drawn) | 5 | i | i | i | 1 | i | i | i | i | . | i
CCC(=O)Nc1cc(OC)cc(OC)c1 | -8 | i | i | i | 0 | i | i | i | i | i | i
Cc1cc([N+](=O)[O-])nn1CCC(=O)Nc1nccs1 | -7 | i | i | i | 1 | i | i | i | i | i | i
CCc1cccc(NS(=O)(=O)c2c(C)nc3sc(CC)nn3c2=O)c1 | -2 | . | i | i | . | . | . | i | i | i | .
O=C(O)CCCn1cc(NC(=O)COc2ccccc2[N+](=O)[O-])cn1 | -11 | i | i | i | 11 | i | i | i | i | i | i
COC(=O)c1cn(-c2ccccc2)c(C)c1C(=O)OC | -5 | i | i | i | -1 | i | i | i | i | i | i
Cc1cc(C)nc(SCC(=O)c2ccc(O)c(O)c2)n1 | 1 | i | i | i | 1 | i | i | i | i | i | i
COc1ccc(-c2cnnc(N/N=C/c3ccc(O)c(O)c3)n2)cc1 | 13 | i | i | i | -4 | i | i | i | i | i | i
CCOc1ccc(N(CC(=O)NCCc2ccccc2)C(=O)CCC(=O)Nc2nccs2)cc1 | -3 | i | i | i | -5 | i | i | i | i | i | i
CC1CCCN(c2ccc3nc4ccccc4c(=O)n3n2)C1 (stereo not drawn) | 3 | i | i | i | 11 | i | i | i | i | i | i
CC(C)COCC(O)CC(Cc1ccccc1)C(=O)NN (stereo not drawn) | 10 | i | i | i | 0 | i | i | i | i | i | i
COC(=O)c1cncc(C)c1 | 5 | i | i | i | 1 | i | i | i | i | i | i
O=C(Cc1ccccc1)NCC(=O)N1CCN(c2ccccc2)CC1 | 2 | i | i | i | -3 | i | i | i | i | i | i
COc1ccccc1C1CC(c2cccs2)=Nc2ccccc2S1 (stereo not drawn) | 0 | i | i | i | 16 | i | i | i | i | i | i
Cc1c(C(=O)O)oc2c1/C(=N\O)CC(C)(C)C2 | 1 | i | i | i | 10 | i | i | i | i | i | i
O=Cc1ccc2cccnc2n1 | 1 | i | i | i | 2 | i | i | i | i | i | i
CCCC(=O)NC(=S)Nc1ccc(CN2CCOCC2)cc1 | 2 | i | i | i | -3 | i | i | i | i | i | i
CCCCCCCSc1nc(N)cc(=O)[nH]1 | 5 | i | i | i | -4 | i | i | i | i | i | i
CCOc1ccccc1N(CC(=O)NC1CCCCC1)C(=O)c1nsc(Cl)c1Cl | 6 | i | i | i | -3 | i | i | i | i | i | i
O=C(CSc1nnc([C@@H]2CCCN2)o1)c1ccc(Cl)cc1 | -1 | i | i | i | 2 | i | i | i | i | i | i
